SKBR3 24h inh: SK-BR-3 proliferation inhibitors; SK-BR-3 viability, CellTiter-Glo ATP luminescence, 24 h; hits give low values; viability, % at 10 µM; 41,000 tested, 0.47% active; AID 847;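 active = viability at or below the median of all test compounds minus 3 SD, in both replicates if run twice, cut at about 45% in these data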;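 note: 100% = median untreated cell wells and 0% = median positive control drug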
* = called active by the depositor; & = joins results of further samples. The list is partial; the hit share may differ from the screen's.

SMILES	SKBR3 24h inh
CCOC(=O)c1sc2ncn(C(C)C(=O)OCC)c(=O)c2c1C (stereo unspecified)	82
CCn1c(SCC(=O)NCCc2ccc(OC)c(OC)c2)nc2c1c(=O)n(C)c(=O)n2C	123
Brc1cc2c(cc1Cn1c(-c3cncs3)nc3ccccc31)OCO2	79
CC(C(=O)NC1CCCC1)N(Cc1ccc2c(c1)OCO2)C(=O)c1snc(C(N)=O)c1N (stereo unspecified)	109
O=C(NCc1cccs1)c1noc2c1CCCC2	80
O=C(CSc1nnc(-c2ccoc2)o1)N1CCOCC1	86
Cc1cc(C)n(CC(O)Cn2c3ccccc3c3ccccc32)c(=O)n1 (stereo unspecified)	91
COc1ccc(CCN(Cc2cc3cc4c(cc3[nH]c2=O)OCO4)C(C)=O)cc1OC	95
COc1c(N)c2ccccc2[nH]c1=O	81
O=C(Nc1nc(-c2ccc(S(=O)(=O)N3CCCC3)cc2)cs1)C1COc2ccccc2O1 (stereo unspecified)	86
Cc1ccc(-c2ccc(=O)n(CC(=O)Nc3cccc(C(=O)N4CCN(C)CC4)c3)n2)cc1	93
CCN(CC)C(=O)CN(C)S(=O)(=O)c1cccc2nsnc12	70
O=C(CSc1nnc(-c2ccc3c(c2)OCCO3)o1)NC1CCCCC1	74
O=C(CSc1nnc2ccccn12)N1CCc2ccccc2C1	116
Cc1ccc(C)c(CN2C(=O)C(C)Oc3ccc(C)cc32)c1 (stereo unspecified)	111
Cc1ccccc1NC(=O)C1CC(=O)N(c2ccccc2F)C1 (stereo unspecified)	89
COC(=O)C1CCN(C(=O)COc2ccc(Cl)cc2)CC1	88
CN(C)CCCN1C(=O)C(O)=C(C(=O)c2cccs2)C1c1ccccn1 (stereo unspecified)	99
Cc1cccc2nc(=S)n(C(=O)c3ccco3)n12	135
CCCC1CCC(C(=O)Nn2cnc3ccccc3c2=O)CC1 (stereo unspecified)	92
CCCc1cc(=O)n2[nH]c(NCc3ccc(Cl)cc3Cl)nc2n1	81
CC(C)(C)NC(=O)C(c1ccncc1)N(C(=O)CNC(=O)c1ccco1)c1ccc2c(c1)OCO2 (stereo unspecified)	108
CC1=NC2(CCCc3c2no[n+]3[O-])N(O)C1(C)C (stereo unspecified)	102
Cc1cc(C)n2nnnc2c1C#N	93
Cc1cc(C)n(S(=O)(=O)c2cccc(Cl)c2Cl)n1	113

In a second layout: 4 of the compounds above.
| smiles | SKBR3 24h inh |
| --- | --- |
| COc1ccc(CCN(Cc2cc3cc4c(cc3[nH]c2=O)OCO4)C(C)=O)cc1OC | 95 |
| COc1c(N)c2ccccc2[nH]c1=O | 81 |
| O=C(Nc1nc(-c2ccc(S(=O)(=O)N3CCCC3)cc2)cs1)C1COc2ccccc2O1 (stereo unspecified) | 86 |
| Cc1ccc(-c2ccc(=O)n(CC(=O)Nc3cccc(C(=O)N4CCN(C)CC4)c3)n2)cc1 | 93 |

The main list resumes, starting 2 compounds before the break.
SMILES	SKBR3 24h inh
Cc1cc(C)n2nnnc2c1C#N	93
Cc1cc(C)n(S(=O)(=O)c2cccc(Cl)c2Cl)n1	113
CC1CCCN(c2nc3c(c(=O)n(C)c(=O)n3C)n2CCSc2nc3ccccc3o2)C1 (stereo unspecified)	77
CC(=O)Nc1ccc(S(=O)(=O)N2CCN(S(=O)(=O)N3CCCCCC3)CC2)cc1	116
COc1ccc(NC(=O)c2ccc3c(=O)n(Cc4ccco4)c(=S)[nH]c3c2)c(OC)c1	90
CCCC(=O)N(Cc1cc2cc(C)ccc2[nH]c1=O)c1ccccc1OC	80
CCc1cccc2c(=O)c(C(=O)NCCN3CCOCC3)c[nH]c12	125
COc1ccc(NC(=O)N2CCC(c3nc(-c4cccs4)no3)CC2)cc1	80
CCCN(CCC)S(=O)(=O)c1ccc(C(=O)N2CCC(=O)c3ccccc32)cc1	97
c1ccc(Cc2ccc(OCCn3cncn3)cc2)cc1	100
CCOc1ccccc1C(=O)N1CCN(c2cccc(Cl)c2)CC1	95
CC(=O)c1cn(CC(=O)NCc2ccc3c(c2)OCO3)c2ccccc12	85
CC1CCCC(NC(=O)COC(=O)c2ccc(S(=O)(=O)N3CCOCC3)cc2)C1C (stereo unspecified)	98
COC(=O)Nc1ccc(S(=O)(=O)N(C)CC(F)(F)C(F)F)cc1	68
CCC(C)(c1ccc(C(=O)OC)s1)c1ccc(C(=O)OC)s1	93
O=c1c(N2CCOCC2)nsn1Cc1ccccc1	121
CCOC(=O)C1(C)NC(c2ccccc2F)C2C(=O)N(c3cccc(C(C)=O)c3)C(=O)C21 (stereo unspecified)	92
COc1ccc(S(=O)(=O)n2nc(OC(=O)c3cccs3)cc2N)cc1	79
CC(=O)Nc1c(O)[nH]c2ccccc12	91
NS(=O)(=O)c1ccc(NC(=O)CSc2nnc(Cc3cccs3)n2-c2ccccc2)cc1	80
CC(C)OC(=O)c1cc2ccccc2oc1=O	99
COc1ccc(C(=O)N2CCN(C(=O)c3ccco3)CC2)cc1	101
COc1cc(-c2noc(-c3ccco3)n2)cc(OC)c1OC	64
CCCn1c(SCc2ccccn2)nc2c1c(=O)n(C)c(=O)n2C	141
Brc1ccc2ncnc(Nc3ccc(N4CCOCC4)cc3)c2c1	105
N#Cc1ccc(OCCN2C(=O)NC3(CCSC3)C2=O)cc1 (stereo unspecified)	79
COc1ccc(N(CC(=O)NC2CCCCCC2)S(=O)(=O)c2c(C)nn(C)c2C)cc1	83
Next part:
SMILES	SKBR3 24h inh
O=C(NCCCn1ccnc1)Nc1ccc(Cl)c(Cl)c1	100
CCOc1ccc(-n2cnnn2)cc1S(=O)(=O)NCCc1ccc(OC)c(OC)c1	97
O=C(CNS(=O)(=O)c1cccc2nonc12)NCc1ccc(F)cc1	81
O=C1N2CCSC2=NC1(Nc1nccs1)C(F)(F)F (stereo unspecified)	80
COc1cc(NC(=O)c2ccco2)c(OC)cc1NC(=O)Nc1ccccc1Cl	82
Cc1ccc(C(C(=O)NC(C)(C)C)N(C(=O)c2csnn2)c2ccccc2F)o1 (stereo unspecified)	103
O=C1C2C3C=CC(C3)C2C(=O)N1c1cccc(N2C(=O)C3C4C=CC(C4)C3C2=O)n1 (stereo unspecified)	97
O=C(COc1ccccc1O)N1CCN(C(=O)c2ccco2)CC1	102
Cc1ccc(-c2nnc(CSc3nc4cc5c(cc4cc3C)OCO5)o2)cc1	68
Cn1c(=O)n(C)c2cc(NS(=O)(=O)c3ccc4c(c3)CCCC4)ccc21	94
CC(C)(C)Nc1nc(OCC(F)(F)F)nc(OCC(F)(F)F)n1	94
COC(=O)C(C)Sc1nnc(-c2ccncc2)o1 (stereo unspecified)	84
CCOC(=O)CCCCC(=O)c1[nH]c(=O)[nH]c1CN1CCOCC1	105
O=C(NCCCN1CCOCC1)c1cc(-c2ccc(F)cc2)on1	66
CCCOc1ccc(-c2nnc(-c3ccncc3)o2)cc1	79
O=S(=O)(Nc1cccnc1)c1cccc(C(F)(F)F)c1	109
CCCCn1c(SCC(=O)OC)nc2c1c(=O)n(C)c(=O)n2C	83
Cc1ccc(/C=c2\sc3n(c2=O)CN(c2ccc(Br)cc2)CN=3)o1	87
C[C@]12CCC(=O)C=C1CC[C@@H]1[C@@H]2[C@@H](O)C[C@@]2(C)[C@H]1CC[C@]2(O)C(=O)COC(=O)CCC(=O)O	77&97
c1ccc(OCCSc2nnnn2C2CCCCC2)cc1	79
CCc1ccc(NC2CC(=O)N(c3ccc(OC)cc3OC)C2=O)cc1 (stereo unspecified)	112
c1ccc(Cn2c(CSc3nnnn3-c3ccccc3)nc3ccccc32)cc1	99
COc1ccc(CCNC(=O)CCN2C(=O)COc3ccc(C)cc32)cc1OC	76
O=C1CC(N2CCN(c3ccc(F)cc3)CC2)C(=O)N1Cc1cccs1 (stereo unspecified)	94
COc1ccc(OC)c(/C=c2\sc3nc(-c4cccs4)nn3c2=O)c1	91

Among those listed so far, these contain a furan ring, fused or not:
SMILES	SKBR3 24h inh
O=C(CSc1nnc(-c2ccoc2)o1)N1CCOCC1	86
Cc1cccc2nc(=S)n(C(=O)c3ccco3)n12	135
CC(C)(C)NC(=O)C(c1ccncc1)N(C(=O)CNC(=O)c1ccco1)c1ccc2c(c1)OCO2 (stereo unspecified)	108
COc1ccc(NC(=O)c2ccc3c(=O)n(Cc4ccco4)c(=S)[nH]c3c2)c(OC)c1	90
COc1ccc(C(=O)N2CCN(C(=O)c3ccco3)CC2)cc1	101
COc1cc(-c2noc(-c3ccco3)n2)cc(OC)c1OC	64
COc1cc(NC(=O)c2ccco2)c(OC)cc1NC(=O)Nc1ccccc1Cl	82
Cc1ccc(C(C(=O)NC(C)(C)C)N(C(=O)c2csnn2)c2ccccc2F)o1 (stereo unspecified)	103
O=C(COc1ccccc1O)N1CCN(C(=O)c2ccco2)CC1	102
Cc1ccc(/C=c2\sc3n(c2=O)CN(c2ccc(Br)cc2)CN=3)o1	87

(listing goes on)
SMILES	SKBR3 24h inh
CCN(CC)S(=O)(=O)c1ccc2oc(C(=O)NCc3ccc(F)cc3)c(C)c2c1	73
COc1ccc(S(=O)(=O)N(C)CC(=O)N2CCCCC2)cc1Cl	88
Cc1cc(=O)[nH]c(SCC(=O)NCCOc2ccccc2)n1	100
CC(=O)c1c(C(C)=O)c(C)n(NC(=O)c2ccncc2)c1C	92
CC1CCCCN1C(=O)CSc1nnc(-c2c[nH]c3ccccc23)o1 (stereo unspecified)	77
Cc1ccc(Cn2c(SCC(=O)Nc3cc(C)on3)nc3ccccc3c2=O)cc1	103
Cc1cn2c(-c3cccnc3)nnc2s1	87
CCOc1ccc(OCc2cccc(C(=O)N3CCCC3)c2)cc1	84
CCOP(=O)(c1c(F)c(F)c(F)c(F)c1F)C(O)c1ccccc1 (stereo unspecified)	83
COc1ccc(N2CCN(C(=O)c3ccc4c(c3)OCO4)CC2)cc1	102
CC(C)c1[nH]c(=O)c(C#N)c2c1CSC(C)(C)C2	91
Cc1cc(NC(=O)Cn2nc(-c3ccccc3F)ccc2=O)ccc1-n1cnnn1	103
Cc1nc2cc(N3CCOCC3)c(NC(=O)C3CC3)cc2c(=O)n1Cc1ccccc1	78
COc1cc(NC(=O)C2CCCN2C(=O)OCc2ccccc2)cc(OC)c1 (stereo unspecified)	91
COc1ccc(OC)c(Nc2cc(C(=O)NCCCN3CCOCC3)c3ccccc3n2)c1	82
CCCCP(=O)(c1ccccn1)c1ccccn1	85
CNC(=O)c1ccc2nc(NC(C)=O)sc2c1	78
Cc1ccc(-c2noc(CN(C(=O)CCN3C(=O)c4ccccc4C3=O)C(C)C)n2)cc1	96
CNC(=O)CC(C(=O)O)c1ccc(OCC(C)C)cc1 (stereo unspecified)	85
Cc1ccc(O)c(-c2cc(-c3ccccc3C)[nH]n2)c1	82
CC(=O)Nc1ccc(OCC(O)CN2CCN(c3ccc(C)c(Cl)c3)CC2)cc1 (stereo unspecified)	82
Cc1cc2cc(CN(CCN3CCOCC3)C(=O)Nc3ccccc3F)c(=O)[nH]c2cc1C	75
O=C(O)CSCNC(=O)CC12CC3CC(CC(C3)C1)C2	154
CCOC(=O)N1CCC(NC(=O)c2cc(C(=O)NCc3cccc(Cl)c3)ccc2CO)CC1	82
CC(C)(C)NC(=O)C1CCN(C(=O)c2ccc(Br)cc2)CC1	87
Going on with the list.
SMILES	SKBR3 24h inh
O=C(NCc1ccc2c(c1)OCO2)c1cc(-c2ccccc2)on1	85
COc1ccc2c(c1OC)C(=O)N(c1cccc(C)c1)C2	97
O=C(CCS(=O)(=O)c1cccs1)N1CCN(c2ccc(F)cc2)CC1	71
Cc1c(C(=O)NCc2ccc3c(c2)OCO3)oc2ccc(S(=O)(=O)N3CCC(C)CC3)cc12	76
O=C(CCS(=O)(=O)c1cccc2nsnc12)N1CC(=O)N(CCc2ccccc2)C(=O)C1	83
c1ccc(OCc2nc3ccccc3s2)cc1	84
COc1ccc(C(NC(=O)CNC(C)=O)C(=O)Nc2ccc3c(c2)OCCO3)cc1 (stereo unspecified)	63
CCCCNC(=O)c1c(O)c2cccc3c2n(c1=O)CCC3	86
CCOc1ccc(-c2csc(NC(=O)C3CCCO3)n2)cc1 (stereo unspecified)	88
Cc1nn2c(NCCCN3CCOCC3)c3c(nc2c1-c1ccccc1)CCC3	105
Cn1c(=O)[nH]c(=O)c2c1nc(Br)n2Cc1ccccc1F	85
O=C1c2oc3ccccc3c(=O)c2C(c2cccnc2)N1Cc1ccco1 (stereo unspecified)	86
COc1ccc(CNn2c(C)nc3ccccc3c2=O)cc1	102
CS(C)(=O)=NS(=O)(=O)c1ccc(Cl)cc1	99
COc1ccc2cc(CN(Cc3ccco3)Cc3nnnn3C3CCCCC3)c(=O)[nH]c2c1	86
Cn1c(-c2c(N)n(C3CCCC3)c3nc4ccccc4nc23)nc2ccccc21	91
Cc1nccn1-c1cc(C(C)C)c(C#N)c2nc3ccccc3n12	98
O=C(CCN1C(=O)c2ccccc2C1=O)Nc1ccc(S(=O)(=O)N2CCOCC2)cc1	104
O=C(c1ccco1)N1CCN(S(=O)(=O)c2cccc3nsnc23)CC1	83
Cc1sc2nnn(CC(=O)N3CCN(C(=O)c4ccco4)CC3)c(=O)c2c1C	96
COc1ccc(CC(=O)Nc2c3c(nn2-c2cccc(Cl)c2)CS(=O)C3)cc1 (stereo unspecified)	108
CC(C(=O)Oc1ccc2c(c1)OCO2)N1C(=O)c2ccccc2C1=O (stereo unspecified)	36*
COc1ccc(-c2csc(Cc3nnc(N4CCOCC4)n3-c3ccccc3)n2)cc1	80
Cc1ccc(N2C(=O)Nc3ccc(Br)cc3C2(O)C(=O)NCCCN(C)C)cc1C (stereo unspecified)	97
CC(C)Oc1ccc(C(=O)NCc2ccco2)cc1	88
O=S(=O)(Nc1ncccn1)c1ccc(Nc2ncnc3ccccc23)cc1	84
Cc1nc2cncc(Br)c2n1C	101
COC(=O)NCC12CC3CC(C1)CC(CNC(=O)OC)(C3)C2	87
CCOc1ccc2nc(NC(NC(C)=O)(C(=O)OC)C(F)(F)F)sc2c1 (stereo unspecified)	105

Rewritten in CSV form: entries from further up
Structure,SKBR3 24h inh
Cc1sc2nnn(CC(=O)N3CCN(C(=O)c4ccco4)CC3)c(=O)c2c1C,96
CCCCNC(=O)c1c(O)c2cccc3c2n(c1=O)CCC3,86
